Source: PubChem BioAssay
RNase H inhibition = RNase H inhibition, HIV 1 Gag Pol polyprotein, FRET biochemical assay, screening (AID 372). actives 0.77% (n = 100,000). inhibition, % at 10 µM, or IC50 in µM where a hit was titrated. HIV-1 RT RNase H, FRET RNA/DNA substrate fluorescence; higher % means a stronger effect; in the data active = inhibition above about 50%
An asterisk follows results filed as active.

SMILES	RNase H inhibition
Cc1c(OCc2cc3c(cc2Cl)OCO3)ccc2c3c(c(=O)oc12)CCCC3	13.0%
CN1C(=O)/C(=C/c2ccc(I)o2)SC1=S	7.0%
CCn1ccnc1C(O)c1cccc(OC)c1 (stereo not given)	0.0%
CCOc1ccccc1OCCOCCOc1cccc(Cl)c1	22.0%
COc1ccc(-c2csc(Nc3ccc(N(C)C)cc3)n2)cc1	15.0%
CC(=O)c1cccc(N/C=C\C(=O)c2ccc(Cl)c(Cl)c2)c1	10.0%
COCCOC(=O)C1=C(C)NC2=C(C(=O)CC(C)(C)C2)C1c1ccc(Cl)cc1Cl (stereo not given)	9.0%
Cc1cccc(C)c1OC(=O)c1ccc([N+](=O)[O-])cc1Cl	37.0%
S=c1[nH]nc(-c2ccccc2)n1Cc1ccccc1	0.0%
O=C(COc1ccccc1O)NCCN1CCOCC1	0.0%
O=C(Cc1ccccc1)N/N=C/c1cc(O)c(Br)cc1Br	8.0%
NC(=O)c1c(NC(=O)COc2ccc(Cl)cc2)sc2c1CCCC2	9.0%
O=C1CC(N2CCN(c3ccc(F)cc3)CC2)C(=O)N1c1cccc(Cl)c1 (stereo not given)	13.0%
S=C(Nc1cccc(Cl)c1)NC12CN3CN(CN(C3)C1)C2	12.0%
COc1ccc(/C=C/C(=O)Nc2ccccc2C(F)(F)F)cc1OC	3.0%
COc1cc(C=Nc2ccc(C#N)cc2)ccc1OC(C)=O	0.0%
Cc1ccc(NC(=O)Nc2nnc(-c3ccccc3SCc3ccccc3)s2)cc1	6.0%
CCOc1ccccc1OCCOc1c(C)cc(C)cc1C	10.0%
Cc1[nH]c2ccccc2c1/C=C(/C#N)C(=O)NCc1ccccc1	10.0%
CCOc1ccc(NC(=O)c2ccc(S(=O)(=O)N(CC)CC)cc2)c([N+](=O)[O-])c1	1.0%
CC1=C(C(=O)Nc2ccccc2C)C(c2ccc3c(c2)OCO3)C2=C(CC(C)(C)CC2=O)N1 (stereo not given)	4.0%
Cc1cccc(-n2c(C)cc(C=C3C(=O)NC(=S)NC3=O)c2C)c1	20.0%
COc1cc(C2C(C(=O)OC3CCCC3)=C(C)NC3=C2C(=O)CCC3)ccc1O (stereo not given)	11.0%
Cc1cc(=O)n(C(N)=S)[nH]1	0.0%
Cc1ccc(C)c(-c2csc(Nc3ccc(Br)cc3)n2)c1	25.0%
COc1cc(NS(=O)(=O)c2ccc(Nc3nc(-c4sc(N)nc4C)cs3)cc2)nc(OC)n1	0.0%
COc1ccc(/C(O)=C2\C(=O)C(=O)N(CCCO)C2c2cccc([N+](=O)[O-])c2)cc1 (stereo not given)	1.0%
C/C(=N\NS(=O)(=O)c1ccc(C)c([N+](=O)[O-])c1)c1ccc(N)cc1	5.0%
O=C(CSc1nnc2c(n1)[nH]c1ccccc12)N(c1ccccc1)c1ccccc1	23.0%
COc1cccc(/C=N/NC(=O)CSc2nc3ccccc3n2Cc2ccccc2)c1OC	24.0%
CCCC1NC(=S)N(c2ccccc2)N1 (stereo not given)	0.0%
CC(N=C1NS(=O)(=O)c2ccccc21)c1ccccc1 (stereo not given)	8.0%
O=C(NCc1ccccc1)C(=O)Nc1cccc(Cl)c1Cl	7.0%
CC1=C(C#N)C(c2ccc(Cl)cc2Cl)C2=C(CC(c3ccccc3)CC2=O)N1 (stereo not given)	2.0%
Cc1cccc(C(=O)N2CCC(C)CC2)c1	13.0%
Cc1ccc(NC(=S)NC(=O)/C=C/c2ccccc2)cc1C	9.0%
COCC(C)NC(=O)c1ccc(Cl)cc1[N+](=O)[O-] (stereo not given)	6.0%
O=C(CSc1ccccn1)Nc1ccc2nc(SCC(=O)Nc3ccccc3F)sc2c1	4.0%
COc1ccccc1Oc1ccc(C#N)c(C#N)c1	9.0%
Oc1cccc(C=NN2CCN(C3c4ccccc4-c4ccccc43)CC2)c1	12.0%
CCN(CC)CCOC(=O)c1ccc(NC(=O)CCCN2C(=O)/C(=C/c3cccs3)SC2=S)cc1	26.0%
Clc1ccc(N2CCN(/N=C/c3ccccc3Cl)CC2)cc1	11.0%
CC(C)C(=O)N1CCN(c2ccc([N+](=O)[O-])cc2)CC1	0.0%
COc1ccc(-c2nc3cc(NC(=S)NC(=O)c4ccco4)ccc3o2)cc1OC	0.0%
CCC(=NCCSC(C)(C)C)c1c(O)n(C)c(=O)n(C)c1=O	0.0%
CC(=O)C1=C(C)NC(SCC(=O)c2ccccc2)=C(C#N)C1c1cccs1 (stereo not given)	5.0%
COc1cc(C(=O)NC(=S)Nc2ccc(NC(=O)c3ccco3)cc2)cc(OC)c1OC	25.0%
Cc1cc(SCNC(=O)c2ccccc2)ncn1	2.0%

Shown with each value named: 4 of the compounds above
COc1ccccc1Oc1ccc(C#N)c(C#N)c1
- RNase H inhibition: 9.0%
CC(=O)C1=C(C)NC(SCC(=O)c2ccccc2)=C(C#N)C1c1cccs1 (stereo not given)
- RNase H inhibition: 5.0%
O=C(CSc1ccccn1)Nc1ccc2nc(SCC(=O)Nc3ccccc3F)sc2c1
- RNase H inhibition: 4.0%
CC(C)C(=O)N1CCN(c2ccc([N+](=O)[O-])cc2)CC1
- RNase H inhibition: 0.0%

Next section.
SMILES	RNase H inhibition
O=C(Nc1ccc2nn(-c3ccc(F)cc3)nc2c1)c1ccc(Br)cc1	25.0%
Clc1ccc(CN2CCN(/N=C/c3ccc(Cl)c(Cl)c3)CC2)cc1	0.0%
O=C(O)c1ccc(N2C(=O)CC(SC(=NCc3ccc4c(c3)OCO4)Nc3ccccc3)C2=O)cc1 (stereo not given)	12.0%
COC(=O)N/N=C\c1c(C)[nH]n(-c2ccccc2)c1=O	3.0%
CN(C)c1ccc(/C=N/N(c2ccccc2)c2ccccc2)cc1	16.0%
CN1CCN(C(=O)c2nn3c(C(F)(F)F)c4c(nc3c2Cl)-c2ccccc2CC4)CC1	5.0%
CC1=C(C(=O)Nc2cccc(C)n2)C(c2ccc(Cl)c([N+](=O)[O-])c2)C2=C(CC(C)(C)CC2=O)N1 (stereo not given)	9.0%
O=C(NC(=S)Nc1ccc2oc(-c3ccccc3Cl)nc2c1)c1cccc(Cl)c1	15.0%
Cc1cocc1C(=O)N1N=C(c2ccccc2)CC1(O)C(F)(F)F (stereo not given)	26.0%
Cc1cc2c(cc1Br)NC(=O)/C2=N/N1C(=O)c2ccccc2C1=O	6.0%
Cc1cccc(OCC(=O)N/N=C\c2ccc(-c3cc([N+](=O)[O-])ccc3Cl)o2)c1C	6.0%
COC(=O)c1ccc(NC(=O)CCCC(=O)OCC(Cl)=C(Cl)Cl)cc1	10.0%
Cc1cc(OCCOc2ccc(Br)cc2/C=C2\SC(=O)NC2=O)ccc1Cl	35.0%
CCOC(=O)C1=C(C)N=c2s/c(=C\c3cccc(Br)c3)c(=O)n2C1c1ccc(OC)cc1 (stereo not given)	8.0%
CC(C)CNC(=O)CSc1ccc(Cl)cc1	1.0%
COc1cc(/C=N/O)ccc1Oc1ccc([N+](=O)[O-])cc1	3.0%
CC(C)(C)c1ccc(C(=O)NNC(=O)c2ccccc2[N+](=O)[O-])cc1	17.0%
CS(=O)(=O)N1CCN(c2ccc([N+](=O)[O-])c3ncccc23)CC1	5.0%
CC(=O)c1cnc2cc(-c3cccc(Br)c3)nn2c1C	0.0%
O=C(Nc1ccccc1C(F)(F)F)c1ccc(Cl)cc1Cl	0.0%
Cc1c(C(=O)N/N=C/c2ccccc2)sc(=S)n1C	5.0%
O=C(Nc1ccc(Cl)cc1Cl)c1ccccc1Cl	3.0%
COc1ccc(CNC2C3CC4CC(C3)CC2C4)c2ccccc12 (stereo not given)	10.0%
O=C(O)CCCCCN1C(=O)C(=O)/C(=C(/O)c2ccccc2)C1c1ccccc1Cl (stereo not given)	1.0%
CCOC(=O)C(C(=O)Nc1ccc(C)cc1)C1CCCCC1 (stereo not given)	9.0%
Cc1cccc(/C=N/NC(=O)c2cccc(I)c2)c1	13.0%
CCOC(=O)C1=C(C)N=c2s/c(=C\c3ccc(-c4ccc(Cl)cc4Cl)o3)c(=O)n2C1c1cc(OC)ccc1OC (stereo not given)	17.0%
O=[N+]([O-])c1cc([N+](=O)[O-])c(Nc2cc(Cl)ccc2Cl)nc1Nc1cc(Cl)ccc1Cl	13.0%
O=C(NCCc1ccccc1)C(=O)Nc1ccc(Br)cc1	2.0%
C/C(=N\Nc1nc(-c2ccccc2)cc(-c2ccc(C)cc2)n1)c1ccccc1	11.0%
N#C/C(=C\c1ccccc1F)c1nn(-c2ccccc2)c(N)c1C#N	3.0%
CC1=C(C(=O)OC2CCCC2)C(c2ccc(F)cc2)NC(=O)N1 (stereo not given)	1.0%
Cc1ccc2nc(-c3ccc(N=Cc4cc([N+](=O)[O-])ccc4Cl)cc3)sc2c1	10.0%
O=C(/C=C/c1ccccc1)NCC1OCCc2ccccc21 (stereo not given)	9.0%
COC(=O)c1ccc2nc(NC(=O)COC(=O)c3ccn(C)n3)sc2c1	7.0%
Cc1ccnc(NC(=O)c2ccc(OCC(C)C)cc2)c1	0.0%
CC(C)N1C(=O)C(=Cc2c(N(C)Cc3ccccc3)nc3ccccn3c2=O)SC1=S	16.0%
CCN(CC)S(=O)(=O)c1ccc(NC(=O)c2ccc(OC)cc2)cc1	3.0%
Cc1c(C(=O)O/N=C(\N)c2ccc(Br)cc2)cccc1[N+](=O)[O-]	6.0%
COc1cccc(OCCCCNCC2CCCO2)c1 (stereo not given)	5.0%
COc1ccc(Br)cc1/C=C/C(=O)Nc1cc(C)ccn1	7.0%
Cc1ccc(C)c(S(=O)(=O)NCc2cccnc2)c1	6.0%
COc1ccc(S(=O)(=O)Nc2ccc(Oc3ccccc3)cc2)cc1Br	15.0%
O=C1C(Cl)=C(Nc2ccc(F)cc2)C(=O)N1c1cccc(C(F)(F)F)c1	11.0%
COc1ccc2c(c1OC)C(=O)OC2Nc1nc(-c2ccccc2)cs1 (stereo not given)	0.0%
CCC(=O)Nc1nc(-c2ccc(F)cc2)cs1	13.0%
Cc1cc(OCC(=O)NNC(=O)c2ccc(C(C)(C)C)cc2)cc(C)c1Cl	9.0%
O=C(Nc1ccc([N+](=O)[O-])cc1)c1ccc(C(=O)Nc2ccc([N+](=O)[O-])cc2)cc1	8.0%

The closing six entries of the section before lead into the next.
SMILES	RNase H inhibition
COc1ccc(S(=O)(=O)Nc2ccc(Oc3ccccc3)cc2)cc1Br	15.0%
O=C1C(Cl)=C(Nc2ccc(F)cc2)C(=O)N1c1cccc(C(F)(F)F)c1	11.0%
COc1ccc2c(c1OC)C(=O)OC2Nc1nc(-c2ccccc2)cs1 (stereo not given)	0.0%
CCC(=O)Nc1nc(-c2ccc(F)cc2)cs1	13.0%
Cc1cc(OCC(=O)NNC(=O)c2ccc(C(C)(C)C)cc2)cc(C)c1Cl	9.0%
O=C(Nc1ccc([N+](=O)[O-])cc1)c1ccc(C(=O)Nc2ccc([N+](=O)[O-])cc2)cc1	8.0%
C=CCSc1nc2c(c(-c3ccc(Br)cc3)c1C#N)C(=O)CC(C)(C)C2	12.0%
Cc1cc2nc(-c3cccc(NC(=O)c4ccc(Cl)cc4Cl)c3C)oc2cc1C	5.0%
COc1ccc(C2CC(=O)C3=C(C2)NC(C)=C(C(=O)OC2CCCC2)C3c2ccc3c(c2)OCO3)cc1 (stereo not given)	3.0%
CSc1ccc(S(=O)(=O)N(CC(=O)Nc2cccc(Cl)c2Cl)c2ccc(C)cc2)cc1	5.0%
Cc1sccc1/C=N/NC(=O)C1CC1	0.0%
CCOC(=O)C1=NNC(C(=O)c2ccccc2)C1c1ccc(OC)cc1 (stereo not given)	23.0%
Nc1ccc(S(=O)(=O)N2CCOCC2)cc1	0.0%
COC(=O)c1ccc(C(=O)OC)c(NC(=O)c2c(Cl)cccc2Cl)c1	0.0%
COc1cc(CN2CCN(c3ccc([N+](=O)[O-])cc3)CC2)cc(Br)c1O	20.0%
C=CCN1C(=O)/C(=C\c2cc(Cl)c(OCCCOc3ccccc3)c(OC)c2)SC1=S	38.0%
Cc1ccccc1OCCCCN1CCCCC1	7.0%
CC/C(C)=N/Oc1nc(N)nc(N(C)C)n1	0.0%
COc1ccc(/C=C2\SC(N3CCCCC3)=NC2=O)c(OC)c1	15.0%
CCOc1ccccc1OCCCOc1cccc(C(F)(F)F)c1	0.0%
CCOC(=O)Cc1csc(NC(=O)CSc2nncn2C)n1	11.0%
COc1ccc(Br)cc1/C=C/C(=O)Nc1ccc([N+](=O)[O-])cc1	16.0%
COc1cc2ccccc2cc1C(=O)NC(=S)Nc1ccc(C)cc1C	13.0%
O=[N+]([O-])c1ccc(-c2cnc(-c3ccc([N+](=O)[O-])cc3)nc2)cc1	2.0%
CCOCCOC(=O)C1=C(C)NC2=C(C(=O)CC(c3ccc(Cl)cc3)C2)C1c1ccc(F)cc1 (stereo not given)	15.0%
CCOC(=O)c1c(NC(=S)Nc2ccc(OC)cc2)sc2c1CCCC2	3.0%
COc1ccc(OC(C)C(=O)Nc2ccc(S(N)(=O)=O)cc2)cc1 (stereo not given)	2.0%
O=C(NC(=S)Nc1nc(-c2ccccc2)cs1)c1ccccc1	8.0%
Cc1ccc2c(c1)c(N=NC(=O)c1ccc([N+](=O)[O-])cc1)c(O)n2C	6.0%
O=C(CSc1nc2ccccc2n1Cc1ccccc1)N/N=C/c1ccco1	17.0%
CCOc1cc(/C=N/Nc2nc(N3CCCCC3)nc(N3CCCCC3)n2)ccc1OCc1ccc(Cl)cc1Cl	14.0%
CCOC(=O)C1=C(C)N=c2s/c(=C\c3cc(OC)ccc3OC)c(=O)n2C1c1cccc(OC)c1 (stereo not given)	12.0%
CCOC(=O)c1ccc(NC(=O)CC(C)=O)cc1	2.0%
Cc1cccc2c1[nH]c1nc(N/N=C\c3cc(I)ccc3O)nnc12	5.0%
COc1ccc(C2CC(=O)C3=C(C2)Nc2ccccc2NC3c2ccc(Br)s2)cc1 (stereo not given)	18.0%
CN1CCN(C(=O)c2nn3c(C(F)(F)F)cc(-c4ccccc4)nc3c2Cl)CC1	0.0%
O=C(O)c1ccc(N/C(=N\S(=O)(=O)c2ccccc2)c2ccccc2)cc1	5.0%
COc1ccc(Cc2c(O)nc(SC)[nH]c2=O)cc1	4.0%
COC(=O)c1ccc(-n2c(C)ccc2-c2ccccc2)cc1	41.0%

An excerpt; count on the stated rates, not on these rows.
